JMJD2C inh = human JMJD2C demethylase inhibition | 0.069% of 330,000 active | GST-JMJD2C(1-420) H3K9me3 demethylation, DELFIA europium | Q9H3R0 | inhibition, % at 2.35 µM | AID 2099;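 active = more than half of a compound's replicate wells show inhibition beyond 50%, single wells judged on their own value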;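 note: signal counts dimethyl H3K9 product captured on neutravidin plate; 0% = median of DMSO wells and 100% = 0.3 times that DMSO median; strong numbers were not always called active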
Target sequence (Q9H3R0 1-420 limits assumed): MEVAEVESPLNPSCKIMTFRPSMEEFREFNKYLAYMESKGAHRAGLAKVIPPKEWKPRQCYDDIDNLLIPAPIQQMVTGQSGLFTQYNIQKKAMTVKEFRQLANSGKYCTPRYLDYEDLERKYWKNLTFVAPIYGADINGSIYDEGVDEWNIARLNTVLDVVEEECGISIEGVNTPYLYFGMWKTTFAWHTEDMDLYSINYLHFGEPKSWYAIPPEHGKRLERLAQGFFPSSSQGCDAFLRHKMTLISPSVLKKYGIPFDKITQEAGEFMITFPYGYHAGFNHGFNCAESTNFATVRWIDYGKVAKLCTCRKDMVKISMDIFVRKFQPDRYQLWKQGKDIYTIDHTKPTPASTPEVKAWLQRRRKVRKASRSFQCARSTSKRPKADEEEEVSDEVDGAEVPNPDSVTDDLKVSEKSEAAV
AHR act = human AHR activation; P35869; AHR-responsive luciferase reporter cells, luminescence; activation, % at 5 µM; 2.5% of 320,000 active; in the data active = activation above about 47%;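 note: 0% = vehicle wells and 100% = reference agonist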
RPL19A TOR yeast = modulators of TOR pathway RPL19A-GFP in S. cerevisiae | 0.3% of 330,000 active | S. cerevisiae RPL19A-GFP strain, flow cytometry, 3 h; active compounds read low | percent response vs DMSO, % at 10 µM;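 active = percent response vs DMSO below 50%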;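 note: median channel GFP fluorescence of the barcoded RPL19A-GFP strain; ratio of sample median GFP to plate DMSO average so 100% = DMSO; lower means less RPL19A-GFP as with rapamycin TOR inhibition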
procasp7 counter = counter-screen for procaspase-3 activators: activators of human procaspase-7. activation, % at 8.5 µM. recombinant procaspase-7, Ac-DEVD-pNA absorbance 405 nm; D23A/D198A/D206A triple mutant, cannot self-cleave; scale: DMSO 0, 5 µM enzyme 100. 0.093% of 330,000 active;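 active = percent activation above the screen-wide mean plus 3 SD, cut at about 25% in these data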
Target sequence (P55210 whole entry D23A/D198A/D206A): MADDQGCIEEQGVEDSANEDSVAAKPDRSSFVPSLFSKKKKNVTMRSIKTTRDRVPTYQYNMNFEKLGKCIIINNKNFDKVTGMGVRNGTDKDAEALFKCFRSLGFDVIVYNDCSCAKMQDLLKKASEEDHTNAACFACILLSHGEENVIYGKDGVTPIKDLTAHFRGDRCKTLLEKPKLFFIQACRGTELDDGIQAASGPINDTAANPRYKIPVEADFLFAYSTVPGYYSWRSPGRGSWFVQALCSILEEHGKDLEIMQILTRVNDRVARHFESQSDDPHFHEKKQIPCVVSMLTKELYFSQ
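Material: Procaspase-7 triple mutant (PC-7 D3A) | Quantity: 2 µM procaspase-7 mutant as dispensed | Reagent: DEVD-pNA substrate | Times: 1 h preincubation, 2 h reaction | Technique: 405 nm absorbance of p-nitroaniline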
procasp3 activ = procaspase-3 (human) activation; P42574; recombinant procaspase-3 D3A, Ac-DEVD-pNA absorbance 405 nm; activation, % at 8.5 µM; 0.11% of 330,000 active; AID 463141;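 active = activation above the mean of all tested compounds plus 3 SD, cut at about 21% in these data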;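 note: 0% = DMSO alone and 100% = DMSO wells spiked with extra 5 µM PC-3 D3A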
Target sequence (P42574 whole entry D9A/D28A/D175A): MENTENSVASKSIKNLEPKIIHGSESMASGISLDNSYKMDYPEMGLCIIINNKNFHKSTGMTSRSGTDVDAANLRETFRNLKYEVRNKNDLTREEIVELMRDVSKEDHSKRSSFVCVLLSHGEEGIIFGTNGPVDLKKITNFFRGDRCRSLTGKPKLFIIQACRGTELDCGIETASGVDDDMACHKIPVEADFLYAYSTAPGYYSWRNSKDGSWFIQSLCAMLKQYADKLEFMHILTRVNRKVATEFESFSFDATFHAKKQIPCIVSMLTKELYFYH
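Test system: Procaspase-3 D3A mutant, all three cleavage aspartates alanine | Dosing: Single dose, 8.5 µM nominal compound, 0.8% DMSO | Schedule: 1 h preincubation, 2 h reaction | Technique: 405 nm absorbance of p-nitroaniline, reads at 0 and 120 min | Repeats: One well per compound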
MEP2-GFP yeast = alters MEP2-GFP fluorescence in TOR pathway yeast screen; S. cerevisiae MEP2-GFP strain, flow cytometry GFP, 3 h; 100% = DMSO control level; GFP response vs DMSO, % at 10 µM; 0.51% of 330,000 active; AID 2016;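 active = GFP response versus DMSO above a set limit, roughly screen mean plus 3 SD, cut at about 180% in these data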;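 note: median GFP fluorescence of the barcode-gated MEP2-GFP cells per well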
LAP4-GFP MLPCN = yeast TOR pathway LAP4-GFP modulation | S. cerevisiae LAP4-GFP multiplex, flow cytometry GFP, 3 h; median GFP as percent of DMSO wells | GFP response vs DMSO, % at 10 µM | 0.34% of 320,000 active | AID 2023;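 active = GFP response vs DMSO above a set limit, about the screen mean plus 3 SD, cut at about 150% in these data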
CR mimetic SO = yeast age-related superoxide inhibition as caloric restriction mimetic; S. cerevisiae aged cells, superoxide DHE fluorescence; active compounds read low; superoxide response (% of plate mean), % at 10 µM; 0.18% of 330,000 active;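 active = superoxide response under a set limit, about three screen SD below normal, cut at about 65% in these data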;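 note: yeast aged for seven days with compound at 30 °C before DHE staining; 100% = average MFI of all compound-treated wells on the plate with controls excluded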
* = called active by the depositor; nt = not tested or not shown; [ ] = remark or other dose.

SMILES	JMJD2C inh	AHR act	RPL19A TOR yeast	procasp7 counter	procasp3 activ	MEP2-GFP yeast	LAP4-GFP MLPCN	CR mimetic SO
Cc1ccc2nc3sc(C(=O)N4CCOCC4)c(N)c3cc2c1	6.4	25.2	100.1	-10.4	-2.3	108.9	98.8	107.9
O=C(C[n+]1ccc(CCSc2ccc(F)cc2)cc1)c1ccccc1	9.3	2.6	109.1	1.7	-0.7	113.5	112.2	110.1
CC1CCCN(C(=O)COC(=O)Cc2c(F)cccc2Cl)C1 (stereo unspecified)	10.3	0.0	90.0	-6.9	-9.9	93.0	97.6	90.8
CC(=O)N1CCc2cc(S(=O)(=O)NCCC(=O)NCCc3ccccc3)ccc21	-2.6	1.6	101.4	-3.6	-6.0	99.2	92.7	97.5
Cc1c(Cl)cccc1NC(=O)CCCCCN1C(=O)CCC1=O	-3.9	-1.8	97.6	2.8	-5.2	101.5	99.3	93.5
C#CCOCCOCCOCCNc1nc(N2CCOCC2)nc(N2CCN(C(=O)[C@H](CC(N)=O)n3cc([C@@H](N)C(C)C)nn3)CC2)n1	25.8	2.4	95.9	13.4	9.2	96.7	94.3	109.0
Cc1cc(C)c(-c2c(O)c3cnn(-c4ccccc4)c3[nH]c2=O)c(C)c1	3.7	1.2	101.3	-9.8	1.7	127.1	99.9	101.6
COc1cc(OC)cc(C(=O)NCCSC2CCCCC2)c1	3.0	10.3	97.3	3.2	-6.6	92.6	101.3	93.0
O=C(Nc1cccc(S(=O)(=O)NC2=NCCCCC2)c1)c1cc(-c2ccccc2)nc2ccccc12	-0.9	3.1	99.1	6.9	5.8	93.0	92.7	105.4
COc1cccc(N(CC(=O)N2CCN(C)CC2)S(=O)(=O)c2ccc(C)cc2)c1	-9.0	-1.4	111.4	-2.4	2.5	99.6	108.5	110.4
Cc1ccc2nc(NC(=O)CNS(=O)(=O)c3ccc(Br)s3)sc2c1	1.2	10.2	97.9	3.2	5.0	98.6	93.3	115.9
COc1ccc(CC(=O)NC(CC(=O)O)c2ccc(OC)cc2)cc1 (stereo unspecified)	6.4	2.8	93.5	4.4	-3.2	96.3	84.3	93.1
O=C(CC12CC3CC(CC(C3)C1)C2)NC(=S)NCc1ccco1	3.8	0.2	105.7	-6.7	4.6	110.5	102.7	91.8
Cc1ccc(-n2c(O)c(C=Nc3ccc4c(c3)OCO4)c3ccccc3c2=O)cc1C	-3.6	4.3	100.4	-6.8	6.2	99.5	98.4	130.6
CC(=O)N1CCc2cc(S(=O)(=O)CCC(=O)NCCc3ccccc3)ccc21	1.5	2.6	27.5*[may fluoresce violet]	-1.9	3.2	120.8[may fluoresce violet]	78.8[may fluoresce violet]	87.6
COC(=O)[C@H](C(C)C)n1c(C)c(C(C)=O)c(C(C)=O)c1C	-1.6	-1.6	104.3	-2.8	0.3	99.5	94.0	122.8
COc1ccc(CNC(=O)Cn2cc(C(F)(F)F)ccc2=O)cc1	-3.1	0.7	112.2	1.6	2.7	105.6	102.2	99.7
O=C1/C(=C\c2cccnc2)Sc2ccccc21	-6.5	52.8*	105.5	-10.1	-6.5	101.4	112.4	103.5
NC(=O)c1cc2cc(Cl)ccc2o/c1=N/NC(=O)c1cccs1	-8.9	11.3	99.2	-0.8	-2.3	102.9	111.7	95.7
COc1ccc(C(=O)NCc2nc(C)c(C)s2)cc1OC1CCN(C(C)C)CC1	1.0	1.4	102.7	6.4	6.9	110.8	102.9	94.0
O=C(CCn1c(=S)oc2ccccc21)Nc1cc([N+](=O)[O-])ccc1F	0.5	0.1	99.8	8.6	-8.8	102.7	99.9	140.1
Cc1ccc(NC(=O)c2ccc(F)cc2F)cc1	8.9	20.2	nt	-6.8	12.1	nt	nt	nt
COc1ccc(CNS(=O)(=O)c2c(C)[nH]c(C)c2C(=O)N2CCCC2)cc1	1.3	4.0	96.3	2.6	-6.7	93.3	100.9	108.0
O=C(NCc1ccccc1)C1=C[C@@H](c2ccc3c(c2)OCO3)C[C@@H](OCc2ccc(CO)cc2)O1	-1.3	9.8	96.9	-3.5	-1.5	89.3	126.9	94.6
CC[C@]12c3[nH]c4ccccc4c3CCN1C(=O)C(CC(=O)NC/C=C(\C)CCC=C(C)C)C[C@@H]2C(=O)N1CCN(C(=O)c2ccco2)CC1 (stereo partly specified)	-0.7	-1.1	93.4	0.7	0.8	93.8	87.8	92.6
CCN(CC)S(=O)(=O)c1ccc(OC)c(NC(=O)c2cc([N+](=O)[O-])ccc2Cl)c1	0.7	7.3	98.4	3.4	8.4	102.3	93.1	104.8
Cc1ccc2nc(Cl)c(C3CC(c4cccs4)=NN3S(C)(=O)=O)cc2c1 (stereo unspecified)	1.2	-0.9	104.3	2.7	-10.7	105.5	87.0	97.9
COc1ccc(S(=O)(=O)Nc2ccc3c(c2)n(C)c(=O)n3C)cc1OC	-2.9	9.1	104.5	7.7	4.9	110.5	99.8	97.1
OCc1ccnc2c(O)cccc12	-3.4	1.5	99.5	-12.1	-5.3	101.8	93.2	96.3
Cc1cc(Cl)c(OCCCSc2nc(C)cc(=O)[nH]2)c(Br)c1	-0.1	1.0	102.0	-4.8	-2.9	105.7	94.7	116.0
CCc1cc(C(=O)NCC2CCCO2)sc1C (stereo unspecified)	33.0	9.0	103.0	6.9	13.3	97.4	99.7	107.7
CC12CCC(=O)N1C(C(=O)NCCc1ccc(F)cc1)CS2 (stereo unspecified)	2.7	1.9	107.9	-2.3	-7.1	117.3	120.3	99.0
CC(C)CCNC(=O)C(c1cccnc1)N(CCc1ccccc1)C(=O)Cn1nnc2ccccc21 (stereo unspecified)	-7.1	4.2	107.7	4.7	5.2	106.8	102.1	101.1
N=c1n(CC(=O)c2ccc([N+](=O)[O-])cc2)c2ccccc2n1Cc1ccccc1	-6.9	1.9	101.2	1.9	0.0	105.9	102.8	94.6
Cc1ccc(N2C(N)=C(C#N)C(c3cccnc3)C3=C2CCCC3=O)cc1 (stereo unspecified)	4.2	0.3	100.8	-3.3	-7.8	103.5	99.6	112.5
O=C(NCc1ccc(-c2csnn2)cc1)c1cccs1	1.3	0.5	94.8	7.9	5.9	113.9	108.8	108.2
CC(/C=N/Nc1nc(C)cc(=O)[nH]1)=C\c1ccccc1	-4.3	7.8	101.2	0.1	4.3	106.1	95.0	89.1
COc1ccc(/C=N/NC(=O)c2cc(-c3ccc4c(c3)OCO4)n[nH]2)cc1OC	2.3	72.6*	102.2	2.3	5.0	99.7	100.0	98.1
CCc1noc(C)c1C(=O)Oc1ccc(N(C)S(=O)(=O)c2ccc(C)c(C)c2)cc1	-10.5	0.2	96.4	-1.6	1.3	96.0	104.0	103.1
Cc1cccc(NC(=O)Cn2c(C)c(C#N)c3ccccc32)c1C	-0.4	7.4	93.2	6.5	4.5	97.5	91.6	108.8
Nc1nonc1OCCOCCOCCOc1nonc1N	-9.8	3.0	95.8	13.0	2.9	92.5	101.8	78.6
Cc1ccccc1C(=O)c1cccn1CC(=O)NCCC1=CCCCC1	5.6	6.5	95.5	4.3	-3.7	98.0	89.7	107.9
O=[N+]([O-])c1ccc(OCc2cccc(COc3ccc([N+](=O)[O-])cc3)n2)cc1	-2.7	-2.4	107.4	-1.7	-1.1	103.9	99.0	110.4
CCN(CC)c1ccc(C(=O)OCC(=O)NC(C)(C)C)cc1	-4.4	7.3	104.4	3.3	-0.1	98.8	94.1	97.0
CC1CCN(S(=O)(=O)c2ccc(C(=O)NC3CCS(=O)(=O)C3)cc2)CC1 (stereo unspecified)	-6.2	-0.1	103.3	13.6	2.0	102.4	96.9	102.4
CCCS(=O)(=O)N1CCC(C(=O)NCc2ccc(F)cc2)CC1	1.4	0.7	100.7	8.6	-0.1	95.7	93.0	92.9
CCn1c(-c2c(Cl)c(C)nn2C)n[nH]c1=S	3.1	-2.0	102.7	-3.2	-4.2	103.6	104.2	94.8
Cc1cc(C)c(C#N)c(N2CCSCC2)n1	3.1	2.3	96.1	-6.1	1.5	109.8	92.4	101.2
CCCc1c(C(=O)N/N=C(/C)c2ccncc2)nnn1-c1nonc1N	-26.5	8.8	104.4	7.6	5.3	115.4	105.2	104.1
CN(C)Cc1c(O)ccc2occ(C(=O)c3ccccc3)c12	-1.9	-1.3	104.1	-15.2	-4.0	100.4	99.8	93.0
Cc1cc(OCC(=O)OCC(=O)Nc2cc(C(F)(F)F)ccc2N2CCOCC2)ccc1Cl	4.3	-3.8	109.5	-0.4	6.1	113.8	101.0	114.1
COc1cc2c(C(=O)N3CCN(c4cccc(Cl)c4)CC3)cn(CC(C)C)c(=O)c2cc1OC	5.4	-3.7	98.9	-2.2	-5.8	99.4	99.9	84.2
CN(C(=O)COC(=O)CNC(=O)C1CCCCC1)c1ccccc1	-3.0	-1.5	104.7	17.7	6.5	106.3	104.1	101.0
CN1CCSc2ccc(C(=O)NCc3ccccc3F)cc21	25.6	78.1*	100.4	-8.7	-6.9	105.9	120.8	99.2
O=C(Nc1nnc2n1CCS2)c1ccco1	10.1	-1.9	97.1	9.4	7.4	102.0	88.9	105.9
CCCCCCCCCCCCN1C(=O)CSC1c1cccnc1 (stereo unspecified)	-31.3	-1.8	97.2	0.9	-12.0	98.2	116.1	94.2
COCc1ccc(C(=O)OC(C)C(=O)Nc2c(C)n(C)n(-c3ccccc3)c2=O)cc1 (stereo unspecified)	nt	1.4	98.2	-2.9	-3.7	91.6	96.0	92.0
CC(C)COc1ccc(C(=O)OCC(=O)NCc2cccs2)cc1	1.4	-0.5	100.0	6.7	7.0	106.2	106.4	108.0
O=C1CN(C(=O)COC(=O)c2cc(S(=O)(=O)N3CCOCC3)ccc2Cl)c2ccccc2N1	-5.6	0.6	96.7	4.8	3.1	98.0	94.4	99.4
COc1cccc(/C=C/C(=O)c2ccc[nH]2)c1	-10.6	4.2	102.2	1.0	-2.8	103.3	103.9	89.0

(next part)
SMILES	JMJD2C inh	AHR act	RPL19A TOR yeast	procasp7 counter	procasp3 activ	MEP2-GFP yeast	LAP4-GFP MLPCN	CR mimetic SO
CCCC(c1nnnn1Cc1cccs1)N1CCN(C2CCCC2)CC1 (stereo unspecified)	11.7	0.2	100.7	-1.7	-1.9	100.5	97.2	104.2
Cn1nnnc1SCC(=O)NNC(=O)c1ccc(Cl)cc1	-6.4	1.3	105.0	2.5	0.1	101.5	87.7	85.3
CSc1ncccc1C(=O)OCCCC(=O)c1ccc(F)cc1	4.2	-0.8	95.2	-2.2	8.7	107.0	102.4	96.9
Fc1cccc(NC(=S)NCCCN2CCOCC2)c1	-4.8	0.0	98.5	0.4	11.8	101.8	95.5	94.0
